# Bioassay records deposited in PubChem BioAssay by Sanford-Burnham Center for Chemical Genomics.
# XBP1 UPR activ – adaptive UPR (XBP1) activation; activation, % at 20 µM; CHO-XBP1 luciferase reporter, IRE1-XBP1 UPR activation, luminescence; percent of tunicamycin response, DMSO as zero; actives 0.33% (n = 330,000);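 active means versus positive control, 20 µM dose yields 30% or more activation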;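 further: 100% = tunicamycin at 10 µg/mL and 0% = DMSO only wells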
#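 Material: IRE1-XBP1 luciferase reporter CHO line / Quantity: one thousand reporter cells per well / Buffer or medium: F12 with 10% serum / Compound: 20 µM single concentration, DMSO 1% / Times: 6 h treatment, 37 °C / Detection: Steady-Glo luciferase glow luminescence, 10 min after reagent addition / Benchmarks: tunicamycin high, DMSO low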
# CCR6 antag – antagonists of human CCR6 receptor; CHO-K1 CCR6 PathHunter beta-arrestin, luminescence, CCL20-stimulated; inhibition, % at 20 µM; actives 0.49% (n = 340,000); AID 493098;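 active means compounds whose inhibition of the agonist-driven luminescence signal at 20 µM reaches about 50%, limit read from the data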;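 further: cells stimulated with CCL20 at 14 nM final; plate controls were DMSO with CCL20 for no effect and DMSO without agonist for full effect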
# CHOP UPR activ – activators of apoptotic arm of unfolded protein response (CHOP). activation, % at 10 µM. actives 0.34% (n = 330,000). AID 449763. CHO-CHOP luciferase reporter, UPR activation, luminescence; percent of tunicamycin response over DMSO baseline;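 active means at 10 µM dose, activation of 40% or more, normalized to positive control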;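 further: 100% = tunicamycin at 10 µg/mL and 0% = DMSO alone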
#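 Evaluation: % reporter activation, DMSO baseline versus tunicamycin full activation; System: CHO-CHOP luciferase reporter cell line; Input: 500 cells/well; Incubation: 6 h compound treatment, 37 °C; Measured by: Steady-Glo luciferase luminescence; Dosing: one dose, 10 µM in 0.5% DMSO; Buffer or medium: F12 medium, 10% FBS; Benchmarks: positive tunicamycin 10 µg/mL, negative DMSO alone.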
# Jurkat NFkB inh – inhibitors of the PMA/ionomycin-induced NF-kB reporter in Jurkat cells; PMA/ionomycin-induced NF-kB luciferase reporter, luminescence; inhibition, % at 4 µM; actives 0.53% (n = 330,000); in the data active means inhibition above about 50%
# EBI2 block – blocks human EBI2 receptor beta-arrestin signaling. AID 651636. EBI2 beta-arrestin recruitment, luminescence, 7a,25-OHC stimulated. inhibition, % at 5 µM. actives 0.81% (n = 360,000). P32249; in the data active means inhibition above about 38%;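 further: enzyme fragment complementation signal reports receptor beta-arrestin coupling in cells; 0% = agonist plus DMSO wells and 100% = wells without agonist; some results beyond the cut were filed as inactive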
# Mdm2-MdmX inh – human Mdm2/MdmX binding inhibition. inhibition, % at 8 µM. SaOS-2 split-luciferase Mdm2/MdmX complementation, luminescence. actives 3% (n = 330,000). O15151+Q00987;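 active means inhibition of at least 50% at 8 µM in the primary screen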
# Target sequence (O15151 whole entry, looked up): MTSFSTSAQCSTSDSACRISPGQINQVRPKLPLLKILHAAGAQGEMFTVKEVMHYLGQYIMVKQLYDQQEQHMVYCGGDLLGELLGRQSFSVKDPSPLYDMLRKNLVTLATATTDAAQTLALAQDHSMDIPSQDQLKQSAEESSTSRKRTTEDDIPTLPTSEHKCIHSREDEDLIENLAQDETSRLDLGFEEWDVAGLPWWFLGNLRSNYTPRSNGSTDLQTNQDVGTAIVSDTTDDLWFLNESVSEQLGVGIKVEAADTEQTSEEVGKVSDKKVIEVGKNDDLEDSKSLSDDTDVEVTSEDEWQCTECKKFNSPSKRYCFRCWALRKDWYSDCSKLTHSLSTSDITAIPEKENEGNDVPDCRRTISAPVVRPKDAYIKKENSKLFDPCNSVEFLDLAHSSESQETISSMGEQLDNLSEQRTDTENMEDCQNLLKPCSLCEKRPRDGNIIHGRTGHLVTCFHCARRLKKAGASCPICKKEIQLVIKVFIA
# Target sequence (Q00987 whole entry, looked up): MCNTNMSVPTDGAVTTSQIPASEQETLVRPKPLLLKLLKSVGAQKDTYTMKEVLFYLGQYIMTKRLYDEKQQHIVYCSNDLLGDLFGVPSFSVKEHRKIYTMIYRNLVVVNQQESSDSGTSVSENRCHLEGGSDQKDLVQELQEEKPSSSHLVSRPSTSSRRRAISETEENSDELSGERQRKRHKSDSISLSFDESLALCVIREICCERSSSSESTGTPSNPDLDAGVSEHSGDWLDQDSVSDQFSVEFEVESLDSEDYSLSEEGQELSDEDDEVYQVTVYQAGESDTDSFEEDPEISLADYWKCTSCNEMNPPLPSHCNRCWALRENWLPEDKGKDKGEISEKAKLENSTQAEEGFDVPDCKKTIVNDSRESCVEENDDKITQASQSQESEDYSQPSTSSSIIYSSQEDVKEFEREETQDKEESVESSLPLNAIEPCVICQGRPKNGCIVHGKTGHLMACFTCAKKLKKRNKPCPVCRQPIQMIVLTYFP
# CXCR6 inh – inhibitors of human CXCR6 receptor | O00574 | CHO-K1 PathHunter CXCR6 beta-arrestin, luminescence | inhibition, % at 20 µM | actives 0.36% (n = 360,000) | AID 602244; in the data active means inhibition above about 34%, passing the limit was not always enough;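 further: antagonist mode with CXCL16 agonist at 10 nM final; 0% = 10 nM CXCL16 with DMSO and 100% = unstimulated wells without agonist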
# Gli-Sufu block – Gli-Sufu pathway antagonism; Sufu-KO-LIGHT fibroblasts, Gli luciferase reporter luminescence; inhibition, % at 5 µM; actives 0.74% (n = 340,000);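 active means inhibition above about 55%, limit read from the data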;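 further: 0% = DMSO-treated cells and 100% = wells with medium but no cells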
# 697 NFkB inh – lowers PMA/ionomycin-induced NF-kB signal in 697 B cells; inhibition, % at 4 µM; AID 435022; actives 0.33% (n = 330,000); 697 B-cell NF-kB luciferase reporter, 16 h; in the data active means inhibition above about 35%
# * hit, by the source's call; nt = no result given.
# Sample of the layout, 12 compounds:
nr	SMILES	XBP1 UPR activ	CCR6 antag	CHOP UPR activ	Jurkat NFkB inh	EBI2 block
1	Cc1ccc(CNC(=O)Nc2ccccc2)cc1	-2	-22	5.4	-83	8
2	CCN(CC(=O)Nc1ccccc1C(F)(F)F)C(=O)CN1C(=O)NC(C)(c2ccc3ccccc3c2)C1=O (configuration not stated)	nt	6	nt	nt	5
3	N#CCCCC1(CCCC#N)OCCO1	nt	-3	nt	nt	0
4	Cc1nccn1-c1ccc(C(F)(F)F)cc1[N+](=O)[O-]	-3	-2	0.9	-4	-13
5	COCC1CCN(C(=O)c2cc(COc3ccc(-n4cncn4)cc3)on2)C1 (configuration not stated)	-1	6	0.3	3	-16
6	O=C(Cc1n[nH]c(=O)c2ccccc12)OCC(=O)N(Cc1ccccc1)Cc1ccccc1	0	27	0.4	6	17
7	Cc1ccc(-c2nn(C)c(=O)c3ccccc23)cc1CNS(C)(=O)=O	0	8	-1.4	-9	-3
8	CC1Cc2cc(S(=O)(=O)N3CCC(C(=O)N(C)Cc4ccco4)CC3)ccc2N1C(=O)C1CCC1 (configuration not stated)	-3	21	-2.3	10	3
9	COC(=O)C1CN(S(=O)(=O)c2ccc(C)cc2)CCN1S(=O)(=O)c1ccc(C)cc1 (configuration not stated)	-2	8	2.4	12	55*
10	Cc1[nH]cnc1C(=O)N/N=C/c1c(Cl)cccc1Cl	-3	-4	3.1	-34	0
11	CCN(CC)CCn1c(SCC(=O)Nc2ccc(F)cc2)nc2c(sc3ccccc32)c1=O	166*	nt	8.8	-7	nt
12	CSc1ncccc1C(=O)OCc1ccc(Br)cc1	0	14	-1.0	0	14

nr	Mdm2-MdmX inh	CXCR6 inh	Gli-Sufu block	697 NFkB inh
1	-51	4	-58	-84
2	nt	-4	0	nt
3	nt	1	-1	nt
4	-32	-15	-7	16
5	1	6	1	-9
6	4	13	0	14
7	22	-6	-2	15
8	12	0	4	9
9	-6	2	20	6
10	4	0	-42	-23
11	49	nt	nt	13
12	-10	-5	-12	5

# The listing (from the top)
nr	SMILES	XBP1 UPR activ	CCR6 antag	CHOP UPR activ	Jurkat NFkB inh	EBI2 block
1	Cc1ccc(CNC(=O)Nc2ccccc2)cc1	-2	-22	5.4	-83	8
2	CCN(CC(=O)Nc1ccccc1C(F)(F)F)C(=O)CN1C(=O)NC(C)(c2ccc3ccccc3c2)C1=O (configuration not stated)	nt	6	nt	nt	5
3	N#CCCCC1(CCCC#N)OCCO1	nt	-3	nt	nt	0
4	Cc1nccn1-c1ccc(C(F)(F)F)cc1[N+](=O)[O-]	-3	-2	0.9	-4	-13
5	COCC1CCN(C(=O)c2cc(COc3ccc(-n4cncn4)cc3)on2)C1 (configuration not stated)	-1	6	0.3	3	-16
6	O=C(Cc1n[nH]c(=O)c2ccccc12)OCC(=O)N(Cc1ccccc1)Cc1ccccc1	0	27	0.4	6	17
7	Cc1ccc(-c2nn(C)c(=O)c3ccccc23)cc1CNS(C)(=O)=O	0	8	-1.4	-9	-3
8	CC1Cc2cc(S(=O)(=O)N3CCC(C(=O)N(C)Cc4ccco4)CC3)ccc2N1C(=O)C1CCC1 (configuration not stated)	-3	21	-2.3	10	3
9	COC(=O)C1CN(S(=O)(=O)c2ccc(C)cc2)CCN1S(=O)(=O)c1ccc(C)cc1 (configuration not stated)	-2	8	2.4	12	55*
10	Cc1[nH]cnc1C(=O)N/N=C/c1c(Cl)cccc1Cl	-3	-4	3.1	-34	0

nr	Mdm2-MdmX inh	CXCR6 inh	Gli-Sufu block	697 NFkB inh
1	-51	4	-58	-84
2	nt	-4	0	nt
3	nt	1	-1	nt
4	-32	-15	-7	16
5	1	6	1	-9
6	4	13	0	14
7	22	-6	-2	15
8	12	0	4	9
9	-6	2	20	6
10	4	0	-42	-23

# The results go on:
nr	SMILES	XBP1 UPR activ	CCR6 antag	CHOP UPR activ	Jurkat NFkB inh	EBI2 block
11	CCN(CC)CCn1c(SCC(=O)Nc2ccc(F)cc2)nc2c(sc3ccccc32)c1=O	166*	nt	8.8	-7	nt
12	CSc1ncccc1C(=O)OCc1ccc(Br)cc1	0	14	-1.0	0	14
13	CN(CC(=O)Nc1ccc(F)c(F)c1F)C(=O)C1CSC2(C)CCC(=O)N12 (configuration not stated)	0	-2	-0.1	-9	-1
14	CC[N+](C)(CC)CC(=O)OCC1C(C)C=C(C)CC1C (configuration not stated)	1	-1	0.6	-5	-2
15	O=C(O)CSc1nnc(Cn2cnc3ccccc32)n1CCc1ccccc1	1	-4	-0.3	-9	-2
16	COc1cccc(S(=O)(=O)N2CCN(Cc3ccc4c(c3)OCO4)CC2)c1	-6	13	0.6	1	0
17	Cc1cc(NC(=O)CCCn2nc([N+](=O)[O-])cc2C)no1	1	6	-1.8	-5	-6
18	COc1ccc(NC(=O)c2cc(-c3ccccc3Cl)on2)cc1OC	-3	25	1.6	-7	6
19	COC(=O)[C@@H](Cc1ccc(O)cc1)NC(=O)[C@H]1CCC(=O)N1C(=O)OCc1ccccc1	-2	6	1.1	-4	-9
20	O=C(NNS(=O)(=O)c1ccccc1)Nc1ccc(F)cc1	-2	-1	1.8	-7	-4

nr	Mdm2-MdmX inh	CXCR6 inh	Gli-Sufu block	697 NFkB inh
11	49	nt	nt	13
12	-10	-5	-12	5
13	1	7	-9	-15
14	7	-6	5	-29
15	28	-2	-1	-4
16	3	-22	-4	15
17	2	4	11	13
18	3	-8	-13	3
19	13	8	-5	-1
20	16	9	-8	2

# Following part:
nr	SMILES	XBP1 UPR activ	CCR6 antag	CHOP UPR activ	Jurkat NFkB inh	EBI2 block
21	O=C(C[n+]1cccc(O)c1)Nc1ccc(Br)cc1	1	-4	2.6	-16	-1
22	CC(C)(C)NC(=O)C1CCN(S(=O)(=O)c2cccc(C(F)(F)F)c2)CC1	0	-1	-1.8	-7	-11
23	Cc1nnsc1-c1nc2ccccc2[nH]1	1	4	-0.2	3	-2
24	O=C(O)c1cccc(NS(=O)(=O)c2ccc3c(c2)C(=O)c2ccccc2C3=O)c1	-2	13	-0.5	-5	-6
25	CC(=O)Nc1ccc(NC(=O)c2ccc(S(=O)(=O)N(C)c3ccccc3)cc2)cc1	-1	6	-1.7	5	1
26	COc1ccccc1-c1cc(C(=O)N2CCCCC2)no1	3	8	7.0	-116	-1
27	Clc1cccc(Sc2ccc(-c3ccccn3)s2)c1	0	15	0.4	-10	-6
28	Cc1ccc(C(=O)NC(=S)Nc2cccnc2Cl)cc1	6	30	3.6	-107	-7
29	COc1ccc(C(CCN(Cc2ccc(OC)c(OC)c2)C(C)=O)C(C)C)cc1 (configuration not stated)	1	18	-1.5	-1	14
30	CC1(c2nnc(-c3cccc(Cl)c3)o2)CC(c2cccc(Cl)c2)=NO1 (configuration not stated)	-1	15	0.6	33	-6

nr	Mdm2-MdmX inh	CXCR6 inh	Gli-Sufu block	697 NFkB inh
21	11	-1	-13	-14
22	16	-4	-7	19
23	0	2	5	10
24	13	1	7	10
25	30	5	3	-4
26	-105	0	-112	-146
27	-2	-4	-1	8
28	-76	23	-72	-58
29	-16	8	13	-32
30	27	-10	-12	37*

# Next compounds follow:
nr	SMILES	XBP1 UPR activ	CCR6 antag	CHOP UPR activ	Jurkat NFkB inh	EBI2 block
31	CCSc1nnc(CCNC(=O)OC(C)(C)C)o1	-1	-7	-1.3	-1	-7
32	O=C(Nc1ccc2c(c1)OCO2)c1ccc2c(c1)S(=O)(=O)c1ccccc1C2=O	3	15	-0.6	2	-20
33	CC1CCCCC1NC(=O)c1cccc(NC2=NC3CS(=O)(=O)CC3S2)c1 (configuration not stated)	0	-2	0.0	17	-5
34	Cc1ccc(Cl)c(OCC(=O)Nc2cc(S(=O)(=O)N3CCOCC3)ccc2N2CCCC2)c1	-7	15	1.9	3	8
35	Cc1cc(C)cc(N(CCC#N)C(=O)COC(=O)C2CCN(S(=O)(=O)c3ccc(C)c(C)c3)CC2)c1	-4	1	0.4	-2	0
36	Cc1csc2c(=O)sc(NC(=O)c3ccc(F)cc3Cl)nc12	-1	11	0.5	-8	-7
37	Cc1ccc(-n2ncc3c(=O)[nH]c(SCC(=O)N4CCOCC4)nc32)cc1	-1	-7	-1.7	2	3
38	CC(C)=CCc1c(-c2ccc(O)cc2O)oc2c3c(cc(O)c2c1=O)OC(C)(C)C=C3	-1	-6	-2.8	-25	nt
39	COc1ccc(CCN(C)C(=O)COC(=O)/C=C/c2ccc(C)o2)cc1OC	-1	6	-0.3	-17	-1
40	CCc1ccc(Nc2n[n+](-c3ccccc3)c(-c3ccc(OCc4ccccc4)cc3)s2)cc1	0	20	4.4	9	10

nr	Mdm2-MdmX inh	CXCR6 inh	Gli-Sufu block	697 NFkB inh
31	8	11	-2	5
32	13	-20	0	18
33	0	-4	2	-1
34	19	2	4	-36
35	10	-2	2	-4
36	-16	-5	1	-2
37	10	4	0	11
38	35	nt	-28	-7
39	12	2	-2	-8
40	26	4	52	-66

# Next compounds follow:
nr	SMILES	XBP1 UPR activ	CCR6 antag	CHOP UPR activ	Jurkat NFkB inh	EBI2 block
41	O=CN(CCN(C=O)CN1CCCCC1)CN1CCCCC1	0	-4	-2.3	-2	-3
42	CCOc1ccccc1NC(=O)N1C2CCCC1CC(NC(=O)C1CC1)C2 (configuration not stated)	-1	13	-1.4	8	3
43	C#Cc1ccc([C@@H]2C=C(C(=O)N3CCOCC3)O[C@H](OCc3ccc(CO)cc3)C2)cc1	-2	7	1.7	22	4
44	COc1cc(CN2CCCC(N3CCN(c4ccccc4C)CC3)C2)ccc1O (configuration not stated)	-2	13	-1.2	2	3
45	CC(=O)Nc1ccc(-c2nnn(CC(=O)c3ccccc3)n2)cc1Cl	0	-2	-1.5	15	2
46	COc1ccc(CNC(=O)C2CC(=O)N(C3CCCCC3)C2)cc1 (configuration not stated)	-7	10	-1.5	-17	2
47	CCCCN(C1CCS(=O)(=O)C1)S(=O)(=O)c1cc(C)ccc1C (configuration not stated)	-2	8	3.0	8	-6
48	COc1cc(CCC(=O)OCC(=O)Nc2c(F)cccc2F)cc(OC)c1OC	-1	15	1.5	-1	5
49	COC(=O)C1=C(N)OC2=C(C(=O)CC(C)(C)C2)C1c1ccccc1OCC#N (configuration not stated)	-3	11	-0.3	20	-9
50	COC(CNC(=O)c1cn(C)c2ccc(S(=O)(=O)N(C)C3CCCCC3)cc2c1=O)OC	-4	25	2.3	4	5
51	c1ccc(COc2ccc(CN3CCN(c4ccccn4)CC3)cc2)cc1	2	-2	14	-54	-13
52	CC(C)(C)OC(=O)NCCCC[C@H](NC(=O)c1[nH]cnc1C(=O)Nc1ccc(Cl)cc1)C(=O)OC(C)(C)C	6	-2	3.4	7	-16
53	Cc1oc(-c2ccccc2)nc1C(=O)OCC(=O)NC(C)c1ccccc1 (configuration not stated)	-1	14	1.3	-5	-5

nr	Mdm2-MdmX inh	CXCR6 inh	Gli-Sufu block	697 NFkB inh
41	12	-3	15	-5
42	-6	-1	1	-13
43	-26	-5	-4	13
44	5	9	-7	-7
45	8	5	-8	-16
46	0	8	4	7
47	-2	-8	-5	-5
48	-10	1	-22	17
49	-26	0	4	5
50	17	-5	19	7
51	-99	-7	-11	-63
52	56*	-13	6	3
53	-11	-4	0	0
